BRCT PPI green – BRCA1 BRCT-phosphoprotein interaction inhibition; actives 0.05% (n = 75,000); BRCA1 BRCT-phosphopeptide binding, green fluorescence polarization; Potency, µM (highest dose often 76.9 µM), inactives show top-dose activity change, negative = inhibition, usual class: inhibitors; AID 875; P38398;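 also: potency is read from the fitted curve at half-maximal effect; plate controls were peptide without protein for full effect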
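Fluorescence polarization: His-tagged BRCT (~35 kDa BRCA1 C-terminus, 250 nM) bound to 100 nM fluorescein-labeled phosphorylated 10-aa BACH1 peptide, pH 7.3 phosphate buffer with DTT and Tween 20. Compounds incubated 12 min at room temperature; inhibition read as lowered polarization.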
HEK293 cAMP ctrl – raises cAMP in parental HEK293 cells, TSHR agonist counter-screen | parental HEK293 CNG cAMP sensor, membrane potential fluorescence | Potency, µM (titrated, usually from 57.1 µM), for the others: top-dose activation, hits mostly activators | actives 2.5% (n = 73,000) | AID 938; also: potency is read from the fitted curve at half-maximal effect; % of control where 0% means no effect; nearly all actives have a fitted effect of over 55% in size
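Parental HEK 293 cells stably expressing a cAMP-gated CNG channel were loaded with membrane potential dye containing 100 uM RO 20-1724 for 60 min. Compound added for 30 min; depolarization read as fluorescence intensity at 590 nm.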
USP2a inh – USP2a (human) protease inhibition; USP2a enzymatic assay, qHTS inhibition; Potency, µM (series often up to 38.3 µM), without a hit: at the top dose activity change, negative = inhibition, usual class: inhibitors; actives 0.1% (n = 60,000);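 also: potency is read from the fitted curve at half-maximal effect; nearly all actives have a fitted effect of over 60% in size; plate controls were DMSO for no effect and NEM full inhibition control for full effect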
Target sequence (O75604 whole entry, looked up): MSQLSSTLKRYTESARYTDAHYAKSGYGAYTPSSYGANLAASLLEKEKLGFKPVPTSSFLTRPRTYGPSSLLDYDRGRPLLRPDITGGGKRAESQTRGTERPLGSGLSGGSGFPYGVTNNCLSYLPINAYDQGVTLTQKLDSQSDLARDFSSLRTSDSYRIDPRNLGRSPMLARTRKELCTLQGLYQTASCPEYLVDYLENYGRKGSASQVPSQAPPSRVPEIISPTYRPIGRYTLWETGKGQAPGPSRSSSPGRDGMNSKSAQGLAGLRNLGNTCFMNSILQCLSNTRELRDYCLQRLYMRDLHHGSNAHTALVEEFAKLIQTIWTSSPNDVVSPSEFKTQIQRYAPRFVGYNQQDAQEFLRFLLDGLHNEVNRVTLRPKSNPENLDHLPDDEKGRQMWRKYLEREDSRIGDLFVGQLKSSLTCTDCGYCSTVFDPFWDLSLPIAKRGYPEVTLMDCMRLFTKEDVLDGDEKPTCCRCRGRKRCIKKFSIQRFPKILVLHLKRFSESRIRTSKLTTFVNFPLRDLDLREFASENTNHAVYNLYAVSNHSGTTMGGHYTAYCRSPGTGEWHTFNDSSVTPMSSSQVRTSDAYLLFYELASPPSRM
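USP2 core (20nM final) preincubated 30 min RT with compound, then Ub-PLA2 20nM and NBD C6-HPC 20uM final added; buffer 20mM Tris-HCl pH 8.0, 2mM CaCl2. Fluorescence Ex 460/Em 535 read at 0 and 2.5 h; normalized to NEM.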
BRCT PPI red – inhibitors of human BRCA1 BRCT-phosphoprotein interaction (red fluorophore); P38398; BRCT-phosphopeptide binding, red fluorescence polarization; Potency, µM (doses to about 76.9 µM), for the others: at the top dose activity change, negative = inhibition, most hits filed as inhibitors; actives 0.03% (n = 75,000); AID 892; also: % is scaled to controls: 0 for no effect and ±100 for the full control effect
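Rhodamine-labelled pBACH1 10-mer (100 nM) bound to BRCT domain (100 nM) at pH 7.3; compounds incubated 12 min room temperature, polarization read. Free peptide defines full inhibition; unlabelled decapeptide titrated as control.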
Fluorescein fluor – compound fluoresces in the fluorescein spectral region. actives 0.91% (n = 59,000). Compound autofluorescence, 480/540 nm, fluorescein-equivalent; stronger effect = higher value. max fluorescein-equivalent concentration, M. AID 593; in the data active = max fluorescein-equivalent concentration above about 10 nM; inconclusive = between about 1.1 nM and that limit
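In this qHTS profile, compound fluorescence was measured with a 480 nm/540 nm filter pair following a 15-min room-temperature incubation in 100 mM Tris (pH 8.0). A six-point fluorescein series on each plate served for normalization.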
Texas Red fluor – compound fluoresces in the Texas Red spectral region; max dye-equivalent concentration, M; Compound fluorescence, Texas Red channel, 547/618 nm; stronger effect = higher value; AID 587; actives 0.06% (n = 59,000); in the data active = max dye-equivalent concentration above about 10 nM; inconclusive = between about 1.1 nM and that limit
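qHTS profiling of intrinsic compound fluorescence; 100 mM Tris pH 8.0; 15 min RT; ex 547 / em 618 nm; response expressed as Texas Red dye-equivalent concentration from six-point plate standard.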
A350 autofl – compound fluoresces in the Alexa 350 spectral region. Compound autofluorescence, 340/450 nm, Alexa 350 dye-equivalents; stronger effect = higher value. max dye-equivalent concentration, M. actives 11% (n = 59,000); in the data active = max dye-equivalent concentration above about 10 nM; inconclusive = mostly about 1.1 nM to 9.6 nM
Caspase-7 inhib – allosteric or competitive inhibitors of human caspase-7; P55210; recombinant caspase-7, Ac-DEVD-AFC fluorescence rate; Potency, µM (titrated, usually from 57.5 µM), for inactives: top-dose activity change, negative = inhibition, actives largely listed as inhibitors; actives 0.02% (n = 75,000); active = well fitted inhibition curve with a large enough effect in the main read-out, with a control signal flat, not every such curve was filed as active; inconclusive = small, poorly fitted or top-dose-only effect, or a change in a side signal; also: potency is read from the fitted curve at half-maximal effect; % of control where 0% means no effect
4MU fluor – 4-MU region autofluorescence; max dye-equivalent concentration, M; actives 11% (n = 59,000); compound autofluorescence, 340/450 nm, 4-MU equivalents; stronger effect = higher value; in the data active = max dye-equivalent concentration above about 10 nM; inconclusive = mostly about 1.1 nM to 9.6 nM
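Compounds in 100 mM Tris, pH 8.0, incubated 15 min at room temperature, then fluorescence read at 340 nm excitation/450 nm emission. Signal converted to 4-MU dye-equivalent concentration using an on-plate six-point 4-MU standard curve.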
Rhodamine fluor – rhodamine region autofluorescence. Rhodamine-region fluorescence, 547/598 nm, Tris buffer; stronger effect = higher value. max dye-equivalent concentration, M. actives 0.05% (n = 59,000); in the data active = max dye-equivalent concentration above about 11 nM; inconclusive = between about 1.1 nM and that limit
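Intensities are converted to rhodamine-equivalent concentration using a six-point rhodamine standard on each plate. Compounds sit 15 min at room temperature in 100 mM Tris buffer, pH 8.0; read uses the 547/598 nm excitation/emission pair.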
Casp1 inh – caspase-1 (human) inhibition, allosteric or competitive; Potency, µM (highest dose often 57.5 µM), without a hit: at the highest dose activity change, negative = inhibition, usual class: inhibitors; P29466; AID 900; Caspase-1 enzyme, Ac-WEHD-AFC fluorogenic rate; actives 0.03% (n = 75,000);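 also: potency is read from the fitted curve at half-maximal effect; plate controls were vehicle for no effect and no substrate for full effect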
Target sequence (P29466 120-297 limits assumed): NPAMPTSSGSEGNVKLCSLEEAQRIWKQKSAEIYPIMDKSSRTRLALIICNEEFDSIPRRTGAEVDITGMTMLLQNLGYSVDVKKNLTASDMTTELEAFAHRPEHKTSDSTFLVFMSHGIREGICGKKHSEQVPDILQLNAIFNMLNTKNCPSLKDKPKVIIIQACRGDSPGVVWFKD
Target sequence (P29466 317-404 limits assumed): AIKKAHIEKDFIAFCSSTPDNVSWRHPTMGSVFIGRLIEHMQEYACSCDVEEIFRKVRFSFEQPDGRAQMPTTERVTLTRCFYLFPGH
Active calls of the source: *; i = inactive; ? = inconclusive; . = no result given; [ ] = another dose, or the depositor's remark. Unless noted, calls follow the shape of the dose curve; as a rule, active = well fitted curve in the direction sought with a large enough effect; inconclusive = small, poorly fitted or top-dose-only effect, or another doubt; inactive = no such curve, though single readings can be large; an effect the other way counts as inactive or inconclusive.

SMILES	BRCT PPI green	HEK293 cAMP ctrl	USP2a inh	BRCT PPI red	Fluorescein fluor	Texas Red fluor	A350 autofl	Caspase-7 inhib	4MU fluor	Rhodamine fluor	Casp1 inh
CO[C@H]1C[C@@H](O[C@@H]2[C@H](C)[C@H](O[C@@H]3O[C@@H](C)C[C@@H](N(C)C)[C@@H]3O)[C@H](C)C[C@]3(CO3)C(=O)[C@H](C)[C@H](O)[C@H](C)[C@H](C)OC(=O)[C@@H]2C)O[C@@H](C)[C@H]1O	-1.7%[34.4 µM]	9.7%[25.6 µM]	13.4%[17.1 µM]	0.2%[34.4 µM]	i	i	i	-0.4%[25.7 µM]	i	i	-4.8%[25.7 µM]
CC(C)Oc1cccc(-n2c(CCc3c[nH]c4ccc(Br)cc34)nc3ccccc3c2=O)c1	-0.2%	29.5%	.	0.1%	.	.	.	-2.2%	.	.	-0.3%
CCOC(=O)N1CCN(S(=O)(=O)c2c(C)nn(C)c2C)CC1	-0.8%	0.0%	-8.9%	-1.5%	i	i	i	-0.9%	i	i	-2.2%
CC(=O)c1ccc(C2C=CC(Oc3ccc(F)cc3C)C(CO)O2)cc1 (stereo unspecified)	-4.4%[15.4 µM]	-0.3%[11.4 µM]	.	0.1%[15.4 µM]	.	.	.	-2.3%[11.5 µM]	.	.	-1.7%[11.5 µM]
COc1cc(S(=O)(=O)N2CCOCC2)ccc1NC(=O)COC(=O)c1ccccn1	0.9%	0.5%	-2.3%	0.9%	?	i	i	-1.2%	i	i	-4.0%
CN(C)CCN1C(=O)c2oc3ccccc3c(=O)c2C1c1cccc(Br)c1 (stereo unspecified)	1.3%	3.0%	25.8%	0.9%	?	i	i	-2.0%	i	i	-2.7%
COc1cc(C(=O)NCCC(=O)NCCCN2CCCCC2)cc(OC)c1OC	0.6%	10.6%	2.3%	-0.7%	i	i	i	-1.0%	i	i	-1.0%
CC(=O)c1c(C(C)=O)c(C)n(-c2nc(-c3cccs3)c(C)s2)c1C	1.0%	?	13.1%	0.6%	i	i	i	-1.3%	i	i	-2.6%
O=C(NCCC1=CCCCC1)c1ccc(=O)oc1	.	.	.	.	?	i	?	.	?	i	.
O=C(OCCN1C(=O)c2ccccc2C1=O)c1cc(S(=O)(=O)N2CCOCC2)ccc1Cl	-0.2%	-2.9%	13.2%	-0.6%	?	i	i	-1.1%	i	i	-9.4%
CCN(CC)CCOC(=O)C1(c2ccc(OC)c(OC)c2)CCCC1	.	.	.	.	i	i	i	.	i	i	.
COC(=O)Nc1cc(C(F)(F)F)ccc1N1CCN(c2ccccc2)CC1	-0.5%	?	3.2%	-0.8%	?	i	i	-2.1%	i	i	-2.4%
Cc1ccc(-c2nn(CC(C)(C)C)c3ncnc(N)c23)cc1	-3.8%	-5.6%	.	-0.5%	.	.	.	0.0%	.	.	0.2%
COc1cc2nc(C3CCC3)n(NC(=O)C3CCC(OC)CC3)c(=O)c2cc1OC (stereo unspecified)	-1.1%	?	8.6%	0.2%	i	i	i	0.8%	i	i	-0.9%
CCN1CCN(CCCNC(=O)C2c3ccccc3C(=O)N(C)C2c2ccc(OC)cc2)CC1 (stereo unspecified)	0.0%	1.3%	-0.1%	-1.6%	i	i	?	0.5%	i	i	-0.3%
Cc1nn(S(=O)(=O)N(C)C)c(C)c1CN1C(=O)c2ccccc2C1=O	-0.8%	11.3%	10.2%	-0.4%	?	?	i	1.1%	i	i	4.3%
COC(=O)c1ccc(C(NC(=O)OCc2ccccc2)/C(=C/[C@@H](C)C(=O)Nc2ccc(OC)cc2)c2cccnc2)cc1 (stereo partly specified)	-1.9%	6.8%	.	0.2%	.	.	.	-3.6%	.	.	-4.3%
CCC/C=C(\CCC)C(NC(=O)c1ccc(C(F)(F)F)cc1)c1ccccc1 (stereo unspecified)	-1.9%	15.8µM*	.	-1.8%	.	.	.	2.3%	.	.	-0.2%
COc1ccc(C2N(C(=O)c3ccccc3)CCN2C(=O)c2ccccc2)cc1	-0.3%	?	9.4%	-0.4%	i	i	i	0.4%	i	i	0.3%
CN1CCN(C(=S)c2ccc(N(C)C)cc2)CC1	1.1%	3.0%	-6.1%	0.5%	i	i	i	-1.1%	i	i	-1.2%
COc1cc(C(=O)Nc2ccc(O)cc2C(=O)O)ccc1OC(C)=O	.	.	.	.	i	i	i	.	i	i	.
CC(=O)Nc1ccc(S(=O)(=O)N2CCN(Cc3ccncc3)CC2)cc1	-3.3%	-2.5%	3.7%	-1.7%	i	i	i	-1.1%	i	i	1.7%
COc1cc(N2C(=O)NC3CC2(C)Oc2ccc(Br)cc23)cc(OC)c1OC (stereo unspecified)	-1.3%	-1.0%	0.1%	-4.0%	?	i	i	1.3%	i	i	0.1%
Cc1csc(B(O)O)c1	-2.2%	15.8%	.	1.4%	.	.	.	-1.8%	.	.	-1.3%
N#Cc1ccccc1Sc1ccccc1C(=O)N1CCOCC1	-3.3%	6.2%	-2.2%	0.0%	.	.	.	1.3%	.	.	-1.5%
N=C1[C@@H](O)[C@]2(I)c3ccccc3N3C(=N)[C@H](O)[C@@H]4c5ccccc5N1[C@@H]4[C@@H]32	4.3%[15.4 µM]	?	.	-23.7%[15.4 µM]	?	?	1.85e-08M*	-23.7%[11.5 µM]	?	?	-10.0%[11.5 µM]
COc1ccc(Cc2nnc(NC(=O)c3c(-c4ccccc4)noc3C)s2)cc1OC	-2.2%	13.8%	.	0.0%	.	.	.	-4.8%	.	.	-3.5%
O=C(NCc1ccc2c(c1)OCO2)c1ccc2c(=O)n(C3CCCC3)c(=O)[nH]c2c1	1.8%	23.2%	21.4%	-1.2%	i	i	?	-1.5%	?	i	-0.8%
COC(=O)c1[nH]c2ccc(C)cc2c1NC(=O)CN1CCCc2ccccc21	2.5%	28.2%	21.9%	0.7%	i	?	?	-5.1%	1.16e-08M*	i	-4.5%
O=C(Nc1cccc(F)c1)c1c(F)c(F)c(F)c(F)c1F	-0.6%	19.6%	-5.6%	-0.3%	i	i	i	-4.1%	i	i	-0.3%

3 entries from above, field by field:
> Cc1csc(B(O)O)c1
  BRCT PPI green: -2.2%; HEK293 cAMP ctrl: 15.8%; USP2a inh: .; BRCT PPI red: 1.4%; Fluorescein fluor: .; Texas Red fluor: .; A350 autofl: .; Caspase-7 inhib: -1.8%; 4MU fluor: .; Rhodamine fluor: .; Casp1 inh: -1.3%
> N#Cc1ccccc1Sc1ccccc1C(=O)N1CCOCC1
  BRCT PPI green: -3.3%; HEK293 cAMP ctrl: 6.2%; USP2a inh: -2.2%; BRCT PPI red: 0.0%; Fluorescein fluor: .; Texas Red fluor: .; A350 autofl: .; Caspase-7 inhib: 1.3%; 4MU fluor: .; Rhodamine fluor: .; Casp1 inh: -1.5%
> N=C1[C@@H](O)[C@]2(I)c3ccccc3N3C(=N)[C@H](O)[C@@H]4c5ccccc5N1[C@@H]4[C@@H]32
  BRCT PPI green: 4.3%[15.4 µM]; HEK293 cAMP ctrl: ?; USP2a inh: .; BRCT PPI red: -23.7%[15.4 µM]; Fluorescein fluor: ?; Texas Red fluor: ?; A350 autofl: 1.85e-08M*; Caspase-7 inhib: -23.7%[11.5 µM]; 4MU fluor: ?; Rhodamine fluor: ?; Casp1 inh: -10.0%[11.5 µM]

More results follow:
SMILES	BRCT PPI green	HEK293 cAMP ctrl	USP2a inh	BRCT PPI red	Fluorescein fluor	Texas Red fluor	A350 autofl	Caspase-7 inhib	4MU fluor	Rhodamine fluor	Casp1 inh
COc1ccc(-c2c3c(=O)n(C)c(=O)n(C)c3cn2C2CCCCC2)cc1	-2.7%	25.6%	10.5%	-3.3%	i	i	?	-0.8%	?	i	-1.3%
CCCNC(=O)OC[C@@H]1O[C@H](CCO/N=C\[C@@H](C)[C@H](OCc2ccccc2)C(C)C)C=C[C@@H]1Oc1ccc(OC)cc1	-1.4%[15.4 µM]	4.9%[11.4 µM]	.	0.1%[15.4 µM]	.	.	.	-0.8%[11.5 µM]	.	.	-2.5%[11.5 µM]
O=C(c1ccccc1)n1nc(-c2ccccc2)nc1NCc1ccco1	0.2%	19.4%	.	-0.4%	.	.	.	-3.6%	.	.	4.1%
Cc1ccc(S(=O)(=O)N2CCC(N3CCCCCC3)CC2)cc1	.	.	.	.	i	i	i	.	i	i	.
Nc1cc([N+](=O)[O-])ccc1O	-0.2%	16.0%	.	0.9%	.	.	.	-0.7%	.	.	-5.0%
COc1cccc(-c2ccc3ncnc(NC4CC4)c3c2)c1	-2.8%	24.5%	147.8%[activator]	-0.9%	?	i	i	0.9%	i	i	-1.3%
CCOC(=O)c1ccc2c(c1)n(CCO)c(C)[n+]2CC	-2.8%	1.7%	2.6%	-0.3%	i	i	i	0.9%	i	i	2.3%
CCOc1ccc(-n2c(=O)c3sccc3n(CC(=O)NCc3ccco3)c2=O)cc1	-1.5%	4.2%	-3.7%	-0.7%	i	?	i	-3.6%	i	i	-1.1%
CC(=O)N1CCc2cc(S(=O)(=O)NCCC3=CCCCC3)ccc21	0.7%	?	3.4%	-1.1%	i	i	i	-1.7%	i	i	-2.4%
CCN(CC(=O)NC(=O)NCc1ccco1)Cc1nc2ccccc2c(=O)[nH]1	-0.9%	3.3%	29.6%	-2.9%	?	i	i	-4.6%	i	i	-4.1%
CC(=O)N1CCC2(CCCN(C(c3ccccc3)c3ccccc3)C2)CC1	-0.7%	15.8µM*	49.7%[activator]	-0.4%	?	i	i	-3.8%	i	i	-2.9%

Bioassay records from PubChem BioAssay.

These rows are one share of the data. The share of hits here may be higher or lower than overall.
